FXIa inh 1536: inhibitors of human coagulation factor XIa; actives 0.14% (n = 220,000); P03951; inhibition, % at 5 µM; purified FXIa, Boc-Glu-Ala-Arg-AMC fluorogenic substrate;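 active = inhibition of at least 40%; inactive = inhibition below 40%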;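 note: fluorescence of freed AMC excited at 355 nm; 0% = enzyme without compound and 100% = no enzyme blank; many of its hits are not listed in these tables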
TNF death inh: TNF-alpha cell death inhibition in Jurkat FADD-/- cells | actives 0.068% (n = 220,000) | Jurkat FADD-/- TNF necroptosis rescue, ATP luminescence, 24 h; 0 = TNF only, 100 = no-TNF cells | activation (protection from cell death), % at 10 µM;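 active = activation, meaning protection from cell death, of at least 50% relative to plate controls; inactive = activation below 50%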;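 note: necroptosis triggered by 40 ng/mL TNF-alpha added together with compound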
KCC2 mod: modulates chloride dependent transport by human KCC2. B-score of Tl+ flux slope (higher = more flux/activation; lower = inhibition) at 10 µM. actives 2.2% (n = 190,000). KCC2 cells, thallium flux FluoZin-2 fluorescence;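 active = thallium flux slope and its plate-corrected score both differing from the plate sample mean at a set confidence after two filtering rounds, in either direction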;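 note: slope of fluorescence scaled to starting intensity during 10 to 20 s after thallium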
FXIIa inh: blocks human coagulation factor XIIa protease activity | P00748 | actives 0.3% (n = 220,000) | inhibition, % at 5 µM | purified FXIIa, Boc-QGR-AMC fluorogenic substrate, 2 h; in the data active = inhibition above about 40%;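 note: 0% = enzyme with no compound and 100% = blank without enzyme; many of its hits are not listed in these tables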
L929 necroptosis: blocks zVAD induced death of L929 cells; viability rescue, % at 10 µM; AID 1377; L929 zVAD necroptosis rescue, ATP luminescence, 24 h; with zVAD 60 µM; actives 0.38% (n = 220,000);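 active = activation, scaled between plate controls, above about 75%, limit read from the data; inactive = activation under that limit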;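 note: 0% = zVAD with DMSO and 100% = DMSO alone without zVAD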
Rad51 HR inh: blocks human Rad51 in homologous recombination; Q06609; hRad51 DNA strand exchange, fluorescence dequenching; inhibition, % at 10 µM; actives 0.085% (n = 200,000); AID 1385;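 active = inhibition above 40% at the single screening dose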;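 note: 0% = DMSO control wells and 100% = blanks with heterologous ssDNA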
Target sequence (Q06609 whole entry, looked up): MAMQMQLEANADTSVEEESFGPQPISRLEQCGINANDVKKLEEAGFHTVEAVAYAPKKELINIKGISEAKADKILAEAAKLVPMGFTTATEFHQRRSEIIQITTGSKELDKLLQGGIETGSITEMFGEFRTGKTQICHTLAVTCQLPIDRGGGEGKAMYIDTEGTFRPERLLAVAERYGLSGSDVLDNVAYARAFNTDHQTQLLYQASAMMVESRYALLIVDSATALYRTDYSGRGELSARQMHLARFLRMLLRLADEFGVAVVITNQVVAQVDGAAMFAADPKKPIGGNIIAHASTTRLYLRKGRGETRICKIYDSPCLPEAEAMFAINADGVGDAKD
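material = hRad51 filaments on single-stranded DNA | reagent = Donor/quencher-labelled 47-bp dsDNA substrate | compound = 10 µM final, single point | schedule = strand-exchange reaction 15 min at room temperature | measured by = fluorescein emission 520 nm, excitation 485 nm | read-out basis = % inhibition versus plate control and blank means | benchmarks = plate controls and plate blanks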
Hck-Nef inh: inhibitors of human Hck kinase activated by Nef | P08631 | Recombinant Hck-YEEI plus Nef, Z-Lyte FRET kinase assay | inhibition, % at 20 µM | actives 0.68% (n = 220,000);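 active = Hck-Nef kinase inhibition above about 50%, limit read from the data; inactive = inhibition below that limit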;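 note: 0% = DMSO with Hck plus Nef and 100% = Hck alone without Nef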
Target sequence (P08631 whole entry, looked up): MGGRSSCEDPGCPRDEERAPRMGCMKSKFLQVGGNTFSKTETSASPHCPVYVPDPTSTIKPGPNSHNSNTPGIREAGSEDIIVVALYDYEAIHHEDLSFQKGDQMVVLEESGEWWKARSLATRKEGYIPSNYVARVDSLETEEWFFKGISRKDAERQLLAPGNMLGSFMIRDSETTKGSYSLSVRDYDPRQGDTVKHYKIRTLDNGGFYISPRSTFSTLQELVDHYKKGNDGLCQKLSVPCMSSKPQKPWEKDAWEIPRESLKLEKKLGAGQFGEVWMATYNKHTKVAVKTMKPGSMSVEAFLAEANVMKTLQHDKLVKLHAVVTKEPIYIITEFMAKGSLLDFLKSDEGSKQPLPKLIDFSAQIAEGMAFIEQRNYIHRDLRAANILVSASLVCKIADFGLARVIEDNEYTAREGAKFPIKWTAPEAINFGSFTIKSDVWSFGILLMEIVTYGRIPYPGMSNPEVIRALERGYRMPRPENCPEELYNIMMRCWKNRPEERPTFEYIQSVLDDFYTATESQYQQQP
KLK5 inh: kallikrein 5 (human) inhibition | recombinant hK5, fluorogenic AMC substrate cleavage | actives 0.59% (n = 210,000) | inhibition, % at 5 µM;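 active = inhibition of 40% or more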;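 note: 0% = enzyme controls without compound and 100% = no-enzyme blanks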
Thrombin inh: inhibitors of human thrombin; P00734; AID 1046; alpha-thrombin, Boc-VPR-AMC fluorogenic substrate cleavage; actives 0.26% (n = 220,000); inhibition, % at 5 µM;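 active = inhibition at or above 40%; inactive = inhibition below 40%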;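 note: 0% = enzyme with no compound and 100% = wells without enzyme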
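Material: human alpha-thrombin protein. Incubation: reaction at ambient temperature. Technique: fluorescence of released AMC, ex 355 nm, em 460 nm. Control set: no-compound enzyme wells and no-enzyme blanks. Also added: Boc-VPR-AMC substrate, 15 µM final. Buffer or medium: pH 7.5 Tris (50 mM) with NaCl 150 mM, Tween 20 0.05%.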
The depositor's hits bear a star; i = inactive; nt = no result given. Some of the compounds tested; count on the stated rates, not on these rows.

A first look (twelve entries):
SMILES	FXIa inh 1536	TNF death inh	KCC2 mod	FXIIa inh	L929 necroptosis	Rad51 HR inh	Hck-Nef inh	KLK5 inh	Thrombin inh
Cc1[nH]n(-c2cccc(Cl)c2)c(=O)c1C=NC12CN3CN(CN(C3)C1)C2	0	-1.6	nt	0	0.2	-4	-1	4	3
CNS(=O)(=O)c1cccc(C(=O)OCC(=O)N2CCc3ccccc3C2)c1	-11	-0.4	nt	-17	-0.2	-7	-2	-24	-11
Cc1cc(=O)n2c3c(cccc13)CCC2	-16	0.0	nt	18	0.6	2	3	3	6
CCOC(=O)COc1cccc2c(=O)n(CC(=O)N3CCc4ccccc43)ccc12	3	-0.8	1.3	1	0.2	-3	0	0	-3
CC(=O)Nc1ccc(C(F)(F)F)cc1Cl	-8	-1.7	0.3	3	-0.6	-1	13	-8	-1
Cc1cc(C)nc(NS(=O)(=O)c2ccc(NC(=O)C3COc4ccccc4O3)cc2)n1 (stereo not drawn)	5	0.1	-1.3	12	0.2	-4	-14	10	4
CC12CCC(C(=O)NCc3ccc4c(c3)OCO4)(CC1=O)C2(C)C (stereo not drawn)	14	-0.4	nt	21	0.5	-7	3	4	6
O=S(=O)(c1ccccc1)N(C1=NCCS1)S(=O)(=O)c1ccccc1	0	-0.5	0.63	15	-0.3	-2	2	-12	0
O=c1ccc(OCCOc2ccccc2)nn1-c1ccccc1	3	1.1	-0.47	6	-0.3	nt	2	-8	1
COc1ccccc1C(=O)N/C(=C/c1cccc([N+](=O)[O-])c1)C(=O)Nc1cccc(C(=O)O)c1	-3	1.0	-0.45	6	2.7	-13	21	-8	-14
Cc1cc(=O)n2c(C(=O)Nc3ccc(C)c(C)c3)c(C(=O)Nc3ccccc3)sc2n1	1	0.8	-0.48	12	0.2	-6	46	2	-4
CCCn1nc2cc(C(=O)NCCCCc3ccccc3)ccc2c1OCC	4	1.0	-0.014	15	2.1	-4	1	-42	0

The list itself (from the top)
SMILES	FXIa inh 1536	TNF death inh	KCC2 mod	FXIIa inh	L929 necroptosis	Rad51 HR inh	Hck-Nef inh	KLK5 inh	Thrombin inh
Cc1[nH]n(-c2cccc(Cl)c2)c(=O)c1C=NC12CN3CN(CN(C3)C1)C2	0	-1.6	nt	0	0.2	-4	-1	4	3
CNS(=O)(=O)c1cccc(C(=O)OCC(=O)N2CCc3ccccc3C2)c1	-11	-0.4	nt	-17	-0.2	-7	-2	-24	-11
Cc1cc(=O)n2c3c(cccc13)CCC2	-16	0.0	nt	18	0.6	2	3	3	6
CCOC(=O)COc1cccc2c(=O)n(CC(=O)N3CCc4ccccc43)ccc12	3	-0.8	1.3	1	0.2	-3	0	0	-3
CC(=O)Nc1ccc(C(F)(F)F)cc1Cl	-8	-1.7	0.3	3	-0.6	-1	13	-8	-1
Cc1cc(C)nc(NS(=O)(=O)c2ccc(NC(=O)C3COc4ccccc4O3)cc2)n1 (stereo not drawn)	5	0.1	-1.3	12	0.2	-4	-14	10	4
CC12CCC(C(=O)NCc3ccc4c(c3)OCO4)(CC1=O)C2(C)C (stereo not drawn)	14	-0.4	nt	21	0.5	-7	3	4	6
O=S(=O)(c1ccccc1)N(C1=NCCS1)S(=O)(=O)c1ccccc1	0	-0.5	0.63	15	-0.3	-2	2	-12	0
O=c1ccc(OCCOc2ccccc2)nn1-c1ccccc1	3	1.1	-0.47	6	-0.3	nt	2	-8	1
COc1ccccc1C(=O)N/C(=C/c1cccc([N+](=O)[O-])c1)C(=O)Nc1cccc(C(=O)O)c1	-3	1.0	-0.45	6	2.7	-13	21	-8	-14
Cc1cc(=O)n2c(C(=O)Nc3ccc(C)c(C)c3)c(C(=O)Nc3ccccc3)sc2n1	1	0.8	-0.48	12	0.2	-6	46	2	-4
CCCn1nc2cc(C(=O)NCCCCc3ccccc3)ccc2c1OCC	4	1.0	-0.014	15	2.1	-4	1	-42	0
Cc1ccc(F)cc1NC(=O)C1CCN(c2cnccn2)CC1	-3	2.7	-0.0086	17	0.0	4	0	-5	-1
O=C(Nc1cccc(Cl)c1)N1CCN(Cc2ccccc2)CC1	-2	1.1	-4.6*	6	2.7	-3	19	-13	-6
CCC(Sc1nc(-c2ccccc2)c(C#N)c(=O)[nH]1)C(=O)Nc1nnc(C)s1 (stereo not drawn)	3	-1.8	0.18	19	0.8	-2	2	-13	-5
O=C(NNS(=O)(=O)c1cc(Cl)cc(Cl)c1)c1sccc1-n1cccc1	-9	-2.0	nt	3	-0.1	3	2	-1	-6
Cc1cc(C)n2nnnc2n1	1	0.3	-0.7	7	0.4	4	14	1	0
COc1cc(CNCC(C)C)cc(Br)c1OCC(=O)Nc1ccccc1	8	3.3	-0.056	20	0.0	-35	-4	-10	4
C=C(C)C1CC=C(C)/C(=N/NC(=O)c2ccc(NC(=O)CCC)cc2)C1 (stereo not drawn)	-9	1.5	-0.27	6	0.3	10	-20	-15	8
O=C(O)c1ccc(NCc2ccc(Br)cc2)cc1	-3	1.5	-0.28	3	0.4	nt	7	nt	-3
COc1ccc(C(=O)c2cc([N+](=O)[O-])ccc2N2CCOCC2)cc1	6	-5.6	-0.33	15	-1.3	-8	4	-6	-1
COc1cccc(N/C(C)=C/C(=O)c2ccc(Br)cc2)c1	1	0.2	1.5	9	nt	2	-3	-9	0
COc1cc(/C=N/NC(=O)COc2ccc(C)cc2)ccc1OC(=O)c1cccs1	7	3.5	0.11	13	2.1	-5	3	-9	-3
CC(C)CC(NC(=O)C(NC(=O)OC(C)(C)C)C(C)C)C(=O)NC(CCC(=O)OCc1ccccc1)C(N)=O (stereo not drawn)	3	-1.8	0.84	13	-0.3	5	6	-8	1
COc1ccccc1NS(=O)(=O)c1ccc(C)c(NC(=O)NCCCl)c1	3	2.8	-1.1	4	1.5	nt	5	1	-12
N/C(Cc1ccc(Cl)cc1)=N\OC(=O)c1ccc2ccccc2c1	-1	-0.3	-0.006	-9	-0.2	-5	-1	-3	-16
O=C(N/N=C/c1cccc(O)c1)c1ccc(COc2ccccc2Br)cc1	0	2.4	-2	1	1.3	-3	5	-15	-7
Cc1cc(C)c2c(N)c(C(=O)N3CCc4ccccc4C3)sc2n1	-4	1.2	-2.2	3	10	-2	22	-2	-10
CCCCNc1nc(N(C)c2ccccc2)nc(-n2ccnc2)n1	10	-3.9	-0.028	8	0.6	-36	3	10	13
Cc1ccccc1C(=O)NC(NC(=S)Nc1ccc(S(N)(=O)=O)cc1)C(Cl)(Cl)Cl (stereo not drawn)	3	3.9	0.61	6	1.3	1	2	-19	-10
CC(=O)c1c(NCc2ccccc2)nc(=O)n(-c2ccccc2)c1C	2	-2.7	0.32	11	0.0	2	0	70*	11
OC(COc1ccc2c(c1)OCO2)CN1CCN(c2ccccc2)CC1 (stereo not drawn)	-4	0.4	0.008	1	0.5	-2	16	-7	-12
CC1CCN(C(=S)NC(=O)c2ccccc2)CC1	-7	0.8	36*	2	0.6	-5	4	-9	-4
N#CCC1c2ccccc2CCN1C(=O)Nc1ccc(Cl)cc1 (stereo not drawn)	-8	1.1	nt	-7	0.1	4	2	4	-13
CCOC(=O)c1sc(/N=C/c2c(C)[nH]n(-c3ccccc3)c2=O)c(C#N)c1C	14	0.1	1.9	8	-1.0	nt	3	-2	4
COC(=O)C(NC(C)=O)(Nc1nc2c(C)cc(C)cc2s1)C(F)(F)F (stereo not drawn)	-18	-5.9	nt	12	-0.5	2	3	10	0
CCOC(=O)C(=CNc1nc2ccc(C(=O)OCC)cc2s1)C(=O)OCC	-2	1.5	0.79	6	-0.8	2	38	-2	-2
Cc1cccc(NC(=O)CCCn2c(=S)[nH]c3ccccc3c2=O)c1	-6	4.2	4.6	0	2.6	8	2	-2	4
O=C(Nc1c2c(nc3c1CCC3)CCCC2)c1ccccn1	8	0.0	-1.1	23	-0.3	-3	3	-16	-5
COc1cccc(CN2CCN(Cc3nc(-c4cccs4)oc3C)CC2CCO)c1 (stereo not drawn)	0	0.8	nt	5	0.4	11	-4	nt	-3
O=C(CSc1nc2ccccc2o1)NCCOc1ccccc1	-6	-1.0	-1.1	14	-0.1	-8	0	0	-11
Cn1c(=N)n(CC(O)c2ccco2)c2ccccc21 (stereo not drawn)	-3	1.0	nt	8	3.7	-9	-1	10	-7
Cc1ccc2nc(SCC(=O)NNC(=O)c3ccccc3)[nH]c2c1	7	1.5	-0.066	14	0.4	4	3	-10	-1
COCC1CCCN(Cc2nc(-c3ccc4c(c3)OCO4)no2)C1 (stereo not drawn)	3	0.5	nt	12	-0.5	nt	0	nt	-2
O=C(Nc1ccc(O)cc1)c1ccc(C(=O)c2ccccc2)o1	7	0.1	1.9	17	0.1	-19	0	-2	2
O=C(Cn1cnc2ccccc21)N/N=C/C(Br)=C/c1ccccc1	8	0.8	0.23	12	-0.3	3	4	-6	-9
OCCN1CCN(c2cc(C(F)(F)F)nc3c(F)cccc23)CC1	0	1.3	-0.37	2	0.1	-14	12	1	-5
C=CCNC(=O)c1onc(CSc2cccc(OC)c2)c1C(=O)O	-3	-1.5	0.91	4	0.0	1	1	-22	-9
Cc1cc(CN2CCN(CCC#N)CC2)c(O)c(C2(C)CCCCC2)c1	-4	-0.9	0.57	-5	0.2	-6	0	-2	-11
CCN(CC)C(=O)Cn1c(=O)c2ccccc2n2c(=S)sc(-c3cccc(C)c3)c12	6	-5.7	i	10	0.6	-100	9	-5	-1
Carrying on:
SMILES	FXIa inh 1536	TNF death inh	KCC2 mod	FXIIa inh	L929 necroptosis	Rad51 HR inh	Hck-Nef inh	KLK5 inh	Thrombin inh
C=CCNC(=O)C1CCN(c2nc(C)cc(-c3ccccc3)n2)CC1	-5	-2.6	0.55	3	-0.1	-5	-2	-22	-2
Cc1nn(CCCC(=O)NCc2ccccc2)c(C)c1[N+](=O)[O-]	-1	0.3	0.19	3	-0.2	-5	0	-22	-11
N/C(=N\OC(=O)c1cc([N+](=O)[O-])ccc1Cl)c1cccnc1	3	-2.8	-0.85	7	5.1	-8	14	3	0
Cn1c(SCc2ccc(C(=O)Nc3nccs3)cc2)nnc1-c1ccccc1	5	25	-1.1	18	0.1	-1	5	-3	3
CC(C)C[C@H]1C(=O)N2CCC[C@H]2[C@]2(O)O[C@](NC(=O)[C@@H]3C=C4c5cccc6[nH]c(Br)c(c56)CC4N(C)C3)(C(C)C)C(=O)N12 (stereo partly drawn)	-1	-1.0	-0.68	8	1.5	-2	-2	-11	nt
COc1ccc(-n2ccnc2CN2CCN(C3CCCC3)C(CCO)C2)cc1 (stereo not drawn)	-5	2.1	-0.034	0	0.2	2	20	-6	-9
CCOC(=O)C1=C(C)OC(N)=C(C#N)C1c1ccc(O)c(OC)c1 (stereo not drawn)	3	0.4	0.19	19	-0.2	-4	3	25	8
CCC(C)(C)n1nnnc1C(c1cc2cc(C)cc(C)c2[nH]c1=O)N1CCN(Cc2ccc3c(c2)OCO3)CC1 (stereo not drawn)	-3	-6.4	nt	-10	0.4	nt	0	-10	-6

Screens: PubChem BioAssay, several laboratories
